Screening data: PubChem BioAssay, several laboratories
CCHFV vOTU inh: blocks the CCHF virus ovarian tumor domain protease; CCHFV vOTU protease, Pep-AMC fluorescence; inhibition, % at 11.5 µM; hit rate 0.55% among 370,000; in the data active means inhibition above about 30%; further: 0% = vehicle wells with enzyme and 100% = no enzyme wells
BoNT-F LC inh: blocks Botulinum neurotoxin F light chain protease. hit rate 0.22% among 360,000. inhibition, % at 10 µM. Multiplex microsphere protease cleavage assay, flow cytometry; in the data active means inhibition above about 35%, passing the limit was not always enough; further: plate controls were buffer without enzyme for full effect and enzyme alone for no effect
TcdB inh: blocks C. difficile toxin B glycohydrolase activity. P18177. TcdB glycohydrolase enzymatic assay, plate reader. inhibition, % at 9.99 µM. hit rate 0.24% among 350,000. AID 652162; in the data active means inhibition above about 10%
PfHsp40 rescue: rescue of PfHsp40-mediated yeast toxicity | AID 504582 | growth rescue, % at 12.5 µM | hit rate 0.68% among 340,000 | S. cerevisiae expressing PfHsp40, growth rescue, ATP luminescence; in the data active means growth rescue above about 28%, passing the limit was not always enough;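 further: yeast W303a lacking pdr1 and pdr3 grown in galactose medium; growth measured after three days at 30 °C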
FadD28 FP inh: blocks FadD28 binding to the bisubstrate probe. fluorescence polarization. inhibition, % at 12.5 µM. hit rate 0.22% among 360,000. AID 588549; in the data active means inhibition above about 8.5%, passing the limit was not always enough
Yp Topo-I inh: Y. pestis Topo-I inhibition via cleavage products; Y. pestis Topo-I cleavage product accumulation, plate reader; activity, % at 10 µM; hit rate 0.064% among 360,000; AID 504884; in the data active means activity above about 50%, passing the limit was not always enough; further: inactives centre near 2
PrPC TRFRET: cell surface PrPC inhibition, primary TR-FRET screen. P04156. TR-FRET read-out. inhibition, % at 13.8 µM. hit rate 0.43% among 370,000. AID 720596; in the data active means inhibition above about 24%; further: 0% = median of the test wells and 100% = reference compound wells
Anthrax LF prot: inhibitors of Bacillus anthracis lethal factor protease; P15917; multiplex microsphere protease cleavage assay, LF; inhibition, % at 10 µM; hit rate 0.12% among 360,000; AID 588501; further: plate controls were buffer without enzyme for full effect and enzyme alone for no effect
Target sequence (P15917 whole entry, looked up): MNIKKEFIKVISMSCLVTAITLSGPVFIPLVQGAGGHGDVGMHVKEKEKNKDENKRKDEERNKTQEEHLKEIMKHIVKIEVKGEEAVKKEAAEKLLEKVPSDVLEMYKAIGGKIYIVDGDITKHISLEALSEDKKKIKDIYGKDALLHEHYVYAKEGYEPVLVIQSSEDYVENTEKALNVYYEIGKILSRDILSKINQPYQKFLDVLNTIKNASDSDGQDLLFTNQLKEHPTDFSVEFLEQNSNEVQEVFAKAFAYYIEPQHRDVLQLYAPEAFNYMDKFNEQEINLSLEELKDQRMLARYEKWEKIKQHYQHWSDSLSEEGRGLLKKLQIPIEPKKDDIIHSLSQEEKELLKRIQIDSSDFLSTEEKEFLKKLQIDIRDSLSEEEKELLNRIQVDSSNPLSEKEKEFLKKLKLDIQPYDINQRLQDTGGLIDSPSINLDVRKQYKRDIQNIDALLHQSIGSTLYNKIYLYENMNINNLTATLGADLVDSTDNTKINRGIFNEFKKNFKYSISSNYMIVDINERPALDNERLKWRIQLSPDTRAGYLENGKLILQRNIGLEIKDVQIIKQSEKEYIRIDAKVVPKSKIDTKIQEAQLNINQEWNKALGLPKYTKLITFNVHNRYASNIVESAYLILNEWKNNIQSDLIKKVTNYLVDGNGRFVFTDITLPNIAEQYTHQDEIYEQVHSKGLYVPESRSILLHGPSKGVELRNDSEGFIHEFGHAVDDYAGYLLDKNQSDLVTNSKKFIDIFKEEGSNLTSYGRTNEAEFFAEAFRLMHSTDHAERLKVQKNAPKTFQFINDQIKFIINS
BoNT-A LC inh2: blocks Botulinum neurotoxin A light chain protease | multiplex microsphere protease substrate cleavage, flow cytometry | inhibition, % at 10 µM | hit rate 0.17% among 360,000 | AID 588499; further: plate controls were buffer without enzyme for full effect and enzyme alone for no effect
The depositor's hits bear a star; . = no result given; & = joins results of further samples. Unless noted, no stated cut-off is given here; in the data, active means inhibition above about 30%; inconclusive means no clear call, values can overlap the other calls; inactive means below that.

SMILES	BoNT-A LC inh2	Yp Topo-I inh	BoNT-F LC inh	PrPC TRFRET	CCHFV vOTU inh	FadD28 FP inh	Anthrax LF prot	PfHsp40 rescue	TcdB inh
N[C@@H](Cc1ccc(O)cc1)c1nnc([C@H](CC(=O)O)NC(=O)C2CCNCC2)o1	-0.2	7.4	6.2	-4.5	-2.9	-1.4	-1.4	-1.2	0.8
CC1CCCCN1S(=O)(=O)c1ccc(C(=O)Nc2nnc(-c3ccccc3Cl)o2)cc1 (stereo not given)	-0.3	-5.8	-24.6	0.8	-3.7	-0.4	-5.9	-0.3	.
CN(C(=O)Cn1cc([N+](=O)[O-])ccc1=O)C1CCCCC1	0.5	-1.2	1.2	-6.1	10.2	0.5	1.6	0.0	-0.7
O=C(N/N=C/C1CC=CCC1)c1cc(Br)ccc1O (stereo not given)	0.1	-3.0	-3.6	-6.8	-8.9	1.0	-3.0	-0.4	0.7
Cc1cc(=O)oc2cc(OCC(=O)NC3CC(C)(C)NC(C)(C)C3)ccc12	-0.9	-2.2	-1.2	1.9	13.8	-1.1	-1.4	1.4	3.7
C[C@@H]1CN([C@H](C)CO)C(=O)CCCn2nncc2CO[C@H]1CN(C)S(=O)(=O)c1cccc(F)c1	-0.6	8.9	-0.8	-2.4	-1.3	0.0	-6.3	.	1.0&-1.5
COc1ccc(CCNC(=O)CNS(=O)(=O)c2ccc(F)c(Cl)c2)cc1OC	-0.1	3.6	0.4	7.9	-8.1	-4.2	-2.8	0.2	1.7
Cc1noc(C)c1S(=O)(=O)N(CCc1ccccc1)Cc1ccccc1	-1.1	47.3	-13.9	0.9	9.5	-0.5	0.2	0.1	.
O=C(/C=C/c1ccccc1)N1CCCN(C(=O)/C=C/c2ccccc2)CC1	0.2	15.7	-1.7	-12.8	8.8	-3.9	-4.3	0.5	.
CCOC(=O)N1CCN(C(=O)C(C)N(c2ccccc2)S(C)(=O)=O)CC1 (stereo not given)	-0.2	-2.2	-7.3	7.2	11.2	-0.9	-3.4	1.5	0.4
Cc1ccc(NC(=S)NC2CCCC2)cc1	0.5	1.1	1.3	3.8	1.3	0.0	-3.7	-0.2	.
CCCCn1c(NS(=O)(=O)c2ccc(C)cc2)c(C(=O)OCC)c2nc3ccccc3nc21	1.7	4.3	-8.0	3.7	94.7*	-1.5	3.4	-1.2	-0.7
CC(C)(C)NC(=O)NC(=O)COC(=O)Cn1c(C(F)(F)F)nc2ccccc21	0.4	0.2	2.8	-1.9	-22.9	-2.1	2.3	1.3	.
CCOC(=O)C1CCCN(C(=O)c2ccc(CS(=O)(=O)c3ccc(Br)cc3)o2)C1 (stereo not given)	0.8	7.5	0.6	-5.0	1.9	2.5	-2.7	-0.3	-0.3
CCN(CC)C(=O)CSc1nc2ccccc2o1	-0.6	-3.3	5.4	-9.7	-0.9	-4.0	3.8	-1.4	.
Cc1cccc(-c2oc3ccc(-c4ccc5c(c4)OCO5)cc3c2/C=C/c2ccc(N)cc2)c1	0.1	1.6	0.5	.	.	-1.9	0.1	-0.2	.
COc1cc(C(=O)NCC(=O)OCc2ccccc2Cl)cc(OC)c1OC	-0.2	5.8	-4.8	5.4	0.2	-3.5	6.8	-0.1	-0.7
Cc1c(OC(C(=O)O)c2ccccc2)ccc2c(-c3ccccc3)cc(=O)oc12 (stereo not given)	.	3.7	.	-7.5	16.9	-3.9	.	-0.2	-1.8
Cc1cccc(NC(=O)c2ccc(S(=O)(=O)NCc3cccnc3)cc2)c1	-2.7	-4.9	-18.8	7.5	4.0	-3.2	-24.2	0.6	5.2
O=C(Nc1ccc2c3c(cccc13)CC2)c1ccc(Br)o1	0.6	20.9	-3.2	-1.6	0.1	-3.9	0.9	-1.1	.
O=C(Nc1cccn2ncnc12)c1ccccc1	3.1	-1.5	4.7	2.2	-2.5	-1.0	-2.5	-1.7	.
O=C(COC(=O)c1ccc(Br)o1)NC1CCCc2ccccc21 (stereo not given)	-1.0	5.2	-9.8	1.4	-8.0	-0.2	0.5	0.9	0.8
COc1ccc(C(=O)NCC(c2ccco2)N2CCCCC2)cc1S(=O)(=O)Nc1ccc(C)cc1 (stereo not given)	0.3	8.1	5.9	1.0	3.2	0.6	-2.7	-2.4	0.2
Cc1ccnc(SCc2cc(=O)c(OC(=O)c3ccc(S(=O)(=O)N(C)C)cc3)co2)n1	0.5	11.4	1.0	0.0	-1.7	-2.0	0.6	88.2*	0.3
Cc1ccc(S(=O)(=O)N2CCC(C(=O)N3CCC3)CC2)cc1	-8.1	2.3	-10.0	6.1	-10.1	-1.1	0.6	-0.9	0.9

Carrying on:
SMILES	BoNT-A LC inh2	Yp Topo-I inh	BoNT-F LC inh	PrPC TRFRET	CCHFV vOTU inh	FadD28 FP inh	Anthrax LF prot	PfHsp40 rescue	TcdB inh
COc1ccc(NC(=O)/C(C#N)=C/c2ccc(OCc3ccccc3F)cc2)cc1	-0.1	3.8	0.4	-2.7	5.4	0.4	0.1	-0.3	.
CCCNC(=O)c1cc(C2CCCCN2S(=O)(=O)c2ccc(OC)cc2)on1 (stereo not given)	0.2	8.5	4.1	-1.2	2.1	-1.0	-2.2	.	1.6
COc1ccc(-c2noc(CN3C(=O)c4ccccc4C3=O)n2)cc1	-0.4	13.5	-1.2	-0.3	-3.3	-4.8	-11.7	-0.3	.
CCOC(=O)N1CCN(C(=O)C2CCN(C(=O)c3ccccc3C)CC2)CC1	0.5	-4.6	-3.9	1.8	-3.8	-0.9	3.9	703.5*	0.6
Fc1ccc(CNCCc2ccccc2F)cc1	-0.5	-3.9	-10.4	-2.6	-10.3	-1.1	-1.9	0.8	1.5
CCN(CC)CCNC(=O)C(=O)Nc1cc2c3c(c1)CCN3C(=O)CC2	-0.5	2.0	4.8	-0.5	-7.7	-0.7	-2.4	11.0	1.2
Cc1nc2cc(-c3ccccc3)nn2c(C)c1CCC(=O)N1CCN(c2ccccc2)CC1	-1.4	-9.2	-5.0	0.0	1.3	-2.1	-1.6	-1.6	0.6
CC12CCC3C(CC=C4CC5(CCC43C)OCCO5)C1CCC2=O (stereo not given)	-0.7	7.3	-1.6	5.3	7.4	-1.5	-4.0	-0.9	.
O=C(COc1ccc(Cl)cc1Cl)NNC(=O)c1cccnc1	0.8	3.5	0.9	-4.5	-2.0	-5.3	-2.5	0.1	1.4
O=C1NC(=S)N/C1=C/c1cccc([N+](=O)[O-])c1O	-1.1	-0.1	-5.3	-15.6	-7.8	2.2	-4.3	-0.9	.
COc1ccccc1-c1csc(Cc2nnc3n2CCCCC3)n1	0.3	2.1	-2.9	-9.1	12.7	-4.5	-0.1	0.8	.
CCc1nc(CN(C)C(=O)C2CCC(=O)N(Cc3cccc(F)c3)C2)no1 (stereo not given)	-0.4	5.2	5.1	-0.3	10.8	-2.3	0.6	-0.6	1.1
CC(C)NC(=O)N(C)C[C@H]1OCc2cnnn2CCCC(=O)N([C@H](C)CO)C[C@H]1C	0.4	-9.0	-0.8	3.6	13.2	-1.3	4.5	.	0.5&0.3&0.3
COc1ccc(F)cc1-c1cc(C(=O)NCc2ccc(C(F)(F)F)cc2)[nH]n1	0.1	-10.2	-5.0	-2.3	12.6	-4.7	2.3	.	-0.5
O=C1c2ccccc2C(Nc2ccc3c(c2)OCCO3)N1c1ccccn1 (stereo not given)	-1.0	1.4	-3.7	0.3	-3.9	-1.8	-5.9	0.1	0.4
Cc1ccc[n+](CC(=O)c2ccc(-c3ccccc3)cc2)c1	2.1	7.5	13.6	-12.2	1.9	-2.9	5.5	-0.9	-0.3
Cc1nc(-c2cccc(NC(=O)c3ccco3)c2)cs1	-7.8	-1.8	-2.1	-3.3	-4.4	-2.6	-2.4	-0.1	-1.2
COC(=O)/C(=C/Nc1ccc(O)cc1)[N+](=O)[O-]	-0.5	-5.9	-7.0	-17.3	93.4*	-4.1	-2.2	1.4	.
O=C(c1cn(Cc2ccccc2)c2ccccc12)C1CC1	0.1	20.4	-2.1	2.0	2.2	-2.5	-2.0	0.2	2.1
CCOc1ccccc1NC(=S)NNS(=O)(=O)c1c(C)cc(C)cc1C	-0.8	-6.8	-4.8	4.9	3.4	5.6	-0.4	-0.3	-11.3
O=C(NCc1ccccn1)C1CC(c2ccccc2Cl)=NO1 (stereo not given)	-0.5	1.5	-12.4	-0.3	11.6	-0.1	-0.2	-0.1	2.2
COc1ccc(CCN2C(=O)NC(NC(=O)CCc3ccccc3)(C(F)(F)F)C2=O)cc1OC (stereo not given)	1.0	0.2	1.6	4.1	0.9	-2.8	2.8	0.4	-2.7
CN1CCN(C(=O)c2cccc(-c3ccc4nccn4c3)c2)CC1	-0.5	1.2	-5.1	-1.3	8.9	0.2	-6.5	.	0.7
CCN(CC)C(=O)c1sc(NC(=O)c2cc(-c3ccc(C)s3)nc3ccccc23)c(C(=O)OC)c1C	6.7	-0.8	-3.6	-2.6	2.7	-3.1	5.7	0.3	.
CCCCN1C(=O)C(CC(=O)NCc2cccc3ccccc23)CC(C(=O)N2CCOCC2)=C1C (stereo not given)	-0.6	17.6	-7.2	-6.1	16.1	-1.7	3.7	.	0.6

One compound at a time, as listed above. Order of screens: BoNT-A LC inh2 | Yp Topo-I inh | BoNT-F LC inh | PrPC TRFRET | CCHFV vOTU inh | FadD28 FP inh | Anthrax LF prot | PfHsp40 rescue | TcdB inh
Listed for COc1ccc(-c2noc(CN3C(=O)c4ccccc4C3=O)n2)cc1 → -0.4 | 13.5 | -1.2 | -0.3 | -3.3 | -4.8 | -11.7 | -0.3 | .
Listed for Cc1nc2cc(-c3ccccc3)nn2c(C)c1CCC(=O)N1CCN(c2ccccc2)CC1 → -1.4 | -9.2 | -5.0 | 0.0 | 1.3 | -2.1 | -1.6 | -1.6 | 0.6
Listed for O=C(c1cn(Cc2ccccc2)c2ccccc12)C1CC1 → 0.1 | 20.4 | -2.1 | 2.0 | 2.2 | -2.5 | -2.0 | 0.2 | 2.1

(next part)
SMILES	BoNT-A LC inh2	Yp Topo-I inh	BoNT-F LC inh	PrPC TRFRET	CCHFV vOTU inh	FadD28 FP inh	Anthrax LF prot	PfHsp40 rescue	TcdB inh
COC(=O)c1sccc1NC(=O)Nc1cccc(F)c1	-0.9	-4.4	-4.2	2.8	-5.4	-2.9	-1.3	1.6	3.9
COc1cccc(-c2noc(CCC(=O)NC3CCCCC3)n2)c1	0.1	-5.3	0.0	4.8	-1.2	-0.6	-2.7	-1.0	.
CC(=O)C1=C(c2ccccc2)NC(=O)NC1c1ccccc1OCC#N (stereo not given)	-1.0	0.6	-8.9	7.2	7.3	-2.6	-1.1	-0.4	-8.0
CC(C)c1nnc(NC(=O)Cc2cccs2)s1	-0.3	5.2	-4.2	-0.9	4.2	-1.5	-7.8	0.7	0.5
O=C(CSc1nnc(C2CC2)n1Cc1ccco1)NCC(F)(F)F	0.1	6.7	-1.1	-9.0	-7.4	-0.1	5.5	-0.6	-0.3
O=C(O)c1ccc(CSc2nnc(Cc3ccccc3)o2)cc1	-2.7	3.8	-2.3	-5.2	-2.4	-0.5	-4.9	-0.4	.
N#C/C(=C\c1ccccc1)c1n[nH]c(Cn2cncn2)n1	-1.1	-2.2	0.8	-7.4	4.1	0.4	6.1	-1.3	.
CC(=O)c1ccc(S(=O)(=O)N2CCN(CC(=O)Nc3ccnn3C3CCCC3)CC2)cc1	0.4	-0.2	5.7	4.7	-6.0	0.5	4.6	-1.5	4.0
CC(NC(=O)Nc1ccccc1Cl)c1ccc2c(c1)OCO2 (stereo not given)	-2.9	7.1	0.9	-8.0	2.9	-0.9	3.3	-0.4	0.1
COC(=O)c1sccc1NC(=O)c1ccnn1C	-0.3	2.6	-6.9	-8.1	15.7	-2.6	-1.4	1.2	1.0
CC(C)N(C(=O)COC(=O)c1ccc(O)cc1)C(C)C	0.4	3.3	3.0	-0.5	-1.9	-1.0	-0.6	0.3	.
O=C(c1c[nH]c2ccccc12)C(O)C(c1ccccc1)N1CCOCC1 (stereo not given)	-0.2	-4.7	-7.2	0.8	1.6	-2.7	-1.2	0.2	.
Cc1ccc(C(=O)N2CCCCC2)cc1NC1=C(Cl)C(=O)N(Cc2ccccc2)C1=O	-1.4	26.2	-4.0	2.1	17.6	-1.4	-0.5	2.6	1.8
